Source: PubChem (several laboratories)
Autophagy mod – autophagy modulators in MEF cells, primary screen, imaging, high-content, MEF GFP-LC3. calls only at 10 µM (by protocol). AID 463193, 2010. 190,000 compounds, 0.98% hits. MEF GFP-LC3 puncta imaging; test concentration mostly 10 µM;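 active = percentage of spot-positive cells more than 3 SD above its plate mean, without a fluorescence outlier flag or 80% toxicity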;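 also: spot-positive cell cutoff set from DMSO-treated cells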
Dynein cargo inh – inhibitors of GR-EGFP nuclear translocation, primary screen, dynein cargo transport inhibitor project, imaging, high-content, 3617.4 mouse cells; test concentration mostly 20 µM; stimulated with dexamethasone, 1 µM; active compounds read low; z-score, hits read low; 220,000 compounds, 0.47% hits;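 active = plate z-score of nuclear minus cytoplasmic receptor signal below a set negative limit, without overly bright fluorescence or cell loss, cut at about -3.5 in these data, passing the limit was not always enough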;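 also: z-score of nuclear minus cytoplasmic ring GR-EGFP intensity difference per well; some compounds called inactive have numbers as strong as hits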
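Buffer or medium: tet-free medium with charcoal-stripped serum / Also added: dexamethasone agonist, 1.0 µM final, for 30 min / Timing: induction 48 h, compound 1 h, agonist 30 min / Measured by: high-content fluorescence imaging after fixation / Read-out: nuclear-to-cytoplasmic GR-EGFP distribution per well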
P. falciparum M1AAP – P. falciparum M1AAP inhibitors, biochemical, fluorogenic H-Leu-NHMec substrate, 1536-well (AID 1445) | recombinant M1AAP, H-Leu-NHMec fluorogenic kinetic assay; higher % means a stronger effect | inhibition, % at 30 µM; hits with a dose series show IC50 in µM | 220,000 compounds, 0.42% hits;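 active = primary inhibition above the hit cutoff, then over 50% inhibition at one or more dose response concentrations, cut at about 23% in these data, passing the limit was not always enough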;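 also: plate controls were DMSO full reaction for no effect and no enzyme background for full effect; strong numbers were not always called active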
Yfh1-off respiration – enhancers of respiration in Yfh1-depleted yeast, dose response, Friedreich's ataxia, plus single-dose screen (AID 1465); S. cerevisiae Yfh1-off respiration, WST-1 reduction, 72 h; higher fold induction means a stronger effect; fold induction at 50 µM, or EC50 in µM where a hit was titrated; 220,000 compounds, 0.074% hits;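 active = fold induction of absorbance versus untreated yeast above a set limit, then at least 30% activation at any dose in follow-up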;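 also: activators that raise dye reduction in frataxin-depleted yeast; strong numbers were not always called active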
T cell modulator – modulators of CD8 T cell-vesicle binding, primary screen, mouse 2C CD8+ T cells, flow cytometry. 330,000 compounds, 0.068% hits. 2C CD8+ T cell-vesicle binding; active compounds read low. calls only at 7 µM;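 active = response, share of CD8 T cells binding vesicles, and their 90th percentile fluorescence all below set limits, cut at about 80% in these data, passing the limit was not always enough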
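material = purified 2C TCR transgenic mouse naive CD8+ T cells | controls = Unloaded micro-vesicles (low), QL9 vesicles with 0.7% DMSO (high) | detection = cytometric PE anti-B7-1 and Alexa647 anti-CD8 signals after 1% paraformaldehyde fixation | incubation = binding step 1.5 h, 37 °C, antibody labelling 20 min, ice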
P. falciparum M17LAP – P. falciparum M17LAP inhibitors, primary screen, biochemical, fluorogenic H-Leu-NHMec substrate, 1536-well (AID 1619); 220,000 compounds, 0.38% hits; inhibition, % at 30 µM; hits with a dose series show IC50 in µM; recombinant M17LAP, H-Leu-NHMec fluorogenic kinetic assay; higher % means a stronger effect;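 active = compound inhibiting the enzyme by more than half at any dose during confirmatory dose-response retesting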;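 also: plate controls were full reaction with DMSO carrier for no effect and no enzyme background for full effect; strong numbers were not always called active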
MT stabilizer – microtubule stabilizers in HeLa cells, primary screen, imaging, high-content imaging; 200,000 compounds, 0.83% hits; % tubulin-high responders, % at 10 µM; HeLa tubulin immunostaining HCS, 24 h; share of cells brighter than vehicle mean+2SD; AID 2205, 2009;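 active = plate Z-score above 3 for both tubulin-high and condensed-nucleus cell shares, with cell loss under 80%, at 10 µM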;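 also: anti alpha tubulin signal scored within the nucleus-defined area of each cell; some results filed as inactive read as strong as hits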
bCat nuc transl – modulators of beta-catenin nuclear translocation, primary screen, imaging, HeLa cells, immunofluorescence, high-content. nuclear translocation activity, % at 5 µM. 190,000 compounds, 0.3% hits. AID 1665, 2009;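 active = nuclear translocation activity above 50% at 5 µM, with a well cell count of 50 or more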;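 also: per-cell ratio of nuclear to cytoplasmic median beta-catenin stain intensity; plate controls were DMSO negative control for no effect and GSK-3 inhibitor IX positive control for full effect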
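Test system: human HeLa cell line; Doses: 5 µM primary, 0.02–20 µM confirmation; Incubation: 24 h compound exposure, 37°C; Detection: beta-catenin immunofluorescence imaging with DAPI; Read-out: beta-catenin nuclear/cytoplasmic ratio, % activation.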
WT yeast gro inh – growth inhibition of WT strain, primary screen, mitochondrial fusion inhibitor project, WT and mutant strains, chemical genetic | 190,000 compounds, 2.1% hits | AID 1362, 2008 | inhibition, % at 10 µM | mitochondrial fusion phenotypic screen; in the data active = inhibition above about 58%; tested in S. cerevisiae
WT yeast gro inh mutant strain – further read-out of WT yeast gro inh, marked with its call; inhibition, %; mitochondrial fusion phenotypic screen, mutant strain inhibition
Dynein cargo inh cytoplasmic EGFP – also measured in Dynein cargo inh; calls as there; z-score; measured here: cytoplasmic GR-EGFP intensity; active compounds read high
Dynein cargo inh nuclear GR-EGFP – second read-out of Dynein cargo inh, no call of its own (marks repeat the call); z-score; measured here: nuclear GR-EGFP intensity;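 lower value marks the stronger effect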
Dynein cargo inh cell count – further read-out of Dynein cargo inh, marked with its call; z-score; measured here: cell count per field
bCat nuc transl cell count 5 µM – recorded beside bCat nuc transl, whose call it bears; cell count; measured here: cell count, cytotoxicity flag
T cell modulator vesicle-bound % – second read-out of T cell modulator, no call of its own (marks repeat the call); double positive events, %; measured here: CD8+ vesicle-bound cell fraction;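 binding gate set so that unloaded-vesicle control wells show 10% double positive cells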
MT stabilizer Hoechst-high % – also measured in MT stabilizer; calls as there; % Hoechst-high responders; measured here: nuclear condensation Hoechst responders;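 share of cells brighter than vehicle mean plus two SD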
MT stabilizer cytotoxicity % – second read-out of MT stabilizer, no call of its own (marks repeat the call); toxicity, %; measured here: cytotoxicity by cell density;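 0% = mean cell density of plate MIN control wells and 100% = no cells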
Autophagy mod cell loss 18 h – recorded beside Autophagy mod, whose call it bears; toxicity, %; measured here: cell loss, nuclei count;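 cell loss after 18 h compound exposure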
Starred values were filed as active, the others as inactive; i = inactive; x = not tested or not shown.

Molecule | Autophagy mod | Autophagy mod cell loss 18 h | Dynein cargo inh | Dynein cargo inh cytoplasmic EGFP | Dynein cargo inh nuclear GR-EGFP | Dynein cargo inh cell count | P. falciparum M1AAP | Yfh1-off respiration | T cell modulator | T cell modulator vesicle-bound % | P. falciparum M17LAP | MT stabilizer | MT stabilizer Hoechst-high % | MT stabilizer cytotoxicity % | bCat nuc transl | bCat nuc transl cell count 5 µM | WT yeast gro inh | WT yeast gro inh mutant strain
O=C(Cc1ccc(Cl)cc1)Nc1cc(S(=O)(=O)N2CCOCC2)ccc1N1CCCC1 | i | 4 | -1.2 | -0.36 | -0.61 | 1.8 | 3% | i | i | 60 | -6% | 3.0 | 2.1 | 3.9 | -1.8 | 1171 | -6 | 1
COc1cc(NC(C)CCCN)c2ncccc2c1Oc1ccccc1 (stereo unspecified) | i | 9 | -0.85 | -0.08 | -0.18 | 1 | 4% | i | i | 11 | 0% | 1.9 | 3.5 | 11 | 0.4 | 883 | 21 | 11
COc1ccc(/C=C/CN2CCN(Cc3cccc(OC)c3)C(CCO)C2)cc1 (stereo unspecified) | i | 7 | 0.33 | -0.25 | 0.2 | -0.23 | -2% | i | i | 3 | -12% | 1.5 | 2.4 | 15 | 0.4 | 1095 | 7 | -3
O=C(Nc1ccc(Cl)cc1)N1CCN(c2ncccn2)CC1 | i | 13 | -1.3 | -0.25 | -0.85 | 1.1 | 4% | i | i | 43 | 13% | 2.1 | 2.8 | 4.1 | 0.1 | 1524 | -34 | 12
Cc1cccc(Nc2nnc(SCC(=O)NC3CCCc4ccccc43)s2)c1 (stereo unspecified) | i | 26 | 0.63 | -0.17 | 0.5 | -0.45 | -4% | i | i | 61 | -3% | 2.4 | 1.4 | 6.3 | -1.1 | 966 | 3 | -5
CCOC(=O)c1ccc(S(=O)(=O)N2CCN(S(=O)(=O)CC)CC2)cc1 | i | 8 | 1.2 | -0.23 | 0.19 | 0.41 | -2% | i | i | 61 | -11% | 2.7 | 1.7 | 0.6 | -5.0 | 949 | -9 | 0
Cc1cc(C(=O)CSc2nnc(-c3cccc(F)c3)n2N)c(C)n1Cc1ccc2c(c1)OCO2 | i | 14 | -0.043 | -0.095 | -0.049 | 0.02 | 12% | i | i | 34 | -2% | 4.7 | 2.7 | 8.6 | -2.1 | 1104 | 21 | 20
CN(Cc1ccccc1)C(=O)Cn1cccc1C(=O)c1ccccc1 | i | -39 | 0.36 | -0.21 | -0.0048 | 0.22 | 11% | i | i | 30 | 9% | 2.6 | 3.1 | 5.0 | x | x | -3 | 16
CCC(C)NC(=O)C1CCCN(C(=O)Nc2ccc(F)cc2)C1 (stereo unspecified) | i | 22 | -0.73 | -0.092 | -0.0095 | 0.22 | 4% | i | i | 9 | -5% | 3.8 | 2.4 | 5.6 | -0.9 | 1164 | 11 | 9
C#CCSc1nnc(-c2sc(-c3ccccc3)nc2C)n1C | i | -8 | -0.72 | -0.23 | -0.63 | 0.33 | 3% | i | i | 64 | -23% | 0.1 | 1.5 | 8.6 | -2.1 | 1405 | -5 | -19
Cc1cc(C)n2cc(CSc3nnnn3-c3ccc(Cl)cc3)nc2n1 | i | 9 | 0.45 | -0.28 | 0.39 | -0.6 | 6% | i | i | 29 | 11% | 1.8 | 2.0 | 4.1 | -0.8 | 1043 | 13 | 19
O=C(CCCc1nc2ccccc2s1)NNC(=O)CCN1CCN(Cc2ccccc2)CC1 | i | 14 | 0.56 | -0.34 | 0.56 | -0.2 | 3% | i | i | 52 | 4% | 4.6 | 2.4 | 7.9 | -0.1 | 1080 | -15 | 12
Cc1cccc(OC(=O)CN2C(=O)C3C4CCC(C4)C3C2=O)c1C (stereo unspecified) | i | 13 | 0.6 | -0.19 | 0.58 | 0.29 | -1% | i | i | 2 | 3% | 3.0 | 1.1 | 9.0 | x | x | x | x
N#Cc1cccc(NC(=S)Nc2ccccc2)c1 | i | 12 | -0.14 | -0.32 | 0.032 | -0.32 | 3% | i | i | 36 | 11% | 3.6 | 2.6 | 4.3 | x | x | 0 | -1
O=C(CCN1CCN(c2ccccc2F)CC1)Nc1ccccc1F | i | 0 | -0.47 | -0.25 | -0.00029 | 0.076 | 2% | i | i | 35 | 7% | 3.4 | 1.7 | 3.0 | -2.2 | 1335 | 12 | 28

Remaining list, next part:
Molecule | Autophagy mod | Autophagy mod cell loss 18 h | Dynein cargo inh | Dynein cargo inh cytoplasmic EGFP | Dynein cargo inh nuclear GR-EGFP | Dynein cargo inh cell count | P. falciparum M1AAP | Yfh1-off respiration | T cell modulator | T cell modulator vesicle-bound % | P. falciparum M17LAP | MT stabilizer | MT stabilizer Hoechst-high % | MT stabilizer cytotoxicity % | bCat nuc transl | bCat nuc transl cell count 5 µM | WT yeast gro inh | WT yeast gro inh mutant strain
NC(=O)COC(=O)c1ccc(Cl)c(S(=O)(=O)N2CCCCCC2)c1 | i | 3 | 1 | -0.29 | 0.87 | -0.19 | 1% | i | i | 10 | 11% | 3.3 | 2.1 | 7.9 | -0.7 | 1251 | -21 | 17
CCCCSc1nnc(-c2ccc(C)cc2)o1 | i | 2 | 0.49 | -0.21 | 0.39 | -1.3 | 0% | i | i | 25 | -5% | 2.5 | 2.2 | 5.0 | 0.4 | 1105 | 8 | 16
CCOC(=O)c1[nH]c2cc(OC)c(OC)cc2c1NC(=O)CN(C)C1CCCCC1 | i | -16 | 0.72 | 0.082 | 1 | -1.3 | -2% | i | i | 49 | -3% | 1.8 | 3.0 | 7.4 | -3.7 | 1072 | 19 | 7
O=C(CN1CCOCC1)NC1CC2CCC1C2 (stereo unspecified) | i | 1 | -0.14 | -0.24 | -0.27 | -0.35 | 9% | i | i | 9 | 5% | 2.5 | 2.3 | 6.0 | -0.4 | 1053 | -2 | -7
COCCCNC(=O)CCc1nnc(Cc2ccc(-c3ccccc3)cc2)o1 | i | 12 | -0.17 | -0.25 | -0.033 | 0.23 | -4% | i | i | 13 | -2% | 4.9 | 1.8 | 10 | 1.8 | 1105 | -12 | 0
CC1CCN(c2c(NCc3ccc(C(=O)N(C)C4CCCCC4)cc3)c(=O)c2=O)CC1 | x | x | 0.77 | -0.021 | 0.66 | -1.4 | 4% | i | i | 31 | -6% | x | x | x | -2.0 | 1382 | x | x
Cc1ccc(-c2noc(CCC(=O)Nc3cccc(C#N)c3)n2)cc1 | i | 5 | 0.17 | -0.25 | 0.039 | -0.26 | 1% | i | i | 31 | 16% | 3.0 | 3.1 | 4.9 | -6.9 | 805 | 22 | 24
CC(=O)Nc1ccc2oc(-c3ccccc3)nc2c1 | i | 7 | 0.85 | -0.2 | 0.61 | -1.1 | 7% | i | i | 49 | -17% | 3.8 | 1.3 | 5.6 | 0.7 | 1070 | -6 | 25
Nc1c(O)ccc2c1C(=O)c1ccccc1C2=O | i | -6 | 0.075 | -0.12 | 0.14 | -0.54 | 21% | i | i | 36 | 13% | 9.3 | 1.5 | 4.1 | 0.2 | 1081 | 48 | 36
O=C1c2ccccc2C(=O)c2c1cccc2N1CCN(CCO)CC1 | i | -4 | -0.028 | -0.22 | -0.32 | 0.66 | 6% | i | i | 46 | 4% | 4.5 | 2.9 | 3.9 | -0.6 | 1354 | -8 | -1
COc1ccc(-n2nnnc2SCC(=O)c2cc3ccccc3o2)cc1 | i | -1 | -0.71 | 0.13 | -0.19 | 0.74 | 13% | i | i | 49 | 7% | 2.2 | 2.5 | 9.9 | -5.5 | 869 | -29 | -5
CC(C)=C1C2CCC1C1C(=O)N(c3nc(-c4ccccc4)c(C)s3)C(=O)C21 (stereo unspecified) | i | 11 | 0.16 | -0.23 | 0.15 | -0.26 | -10% | i | i | 44 | -4% | 6.0 | 2.0 | 0.3 | -3.0 | 1182 | 59* | 15*
O=C(CCS(=O)(=O)Cc1ccccc1)NCC1CCCO1 (stereo unspecified) | i | -2 | 0.19 | -0.24 | 0.052 | 0.18 | 2% | i | i | 45 | 0% | 3.1 | 2.9 | 3.6 | -0.9 | 1088 | -13 | 9
O=C(c1cn(-c2ccccc2)nc1-c1cc2ccccc2oc1=O)N1CCOCC1 | i | 18 | -0.36 | -0.3 | -0.066 | 0.41 | 3% | i | i | 44 | -4% | 1.1 | 1.2 | 0.6 | 0.2 | 1469 | 5 | 8
Cc1nc2cccc(C(=O)NC3CCCCC3)c2o1 | i | -3 | 2.2 | -0.17 | 2.4 | -2.4 | 9% | i | i | 30 | -21% | 2.6 | 1.3 | 3.5 | x | x | -3 | 0
CSc1cc(C)[nH]c(=O)n1 | i | 7 | -0.68 | -0.06 | -0.23 | 0.48 | 0% | i | i | 32 | -2% | 2.7 | 1.2 | 1.1 | -1.4 | 1109 | -9 | -7
CCCCN(C)CCNC(=O)Cn1c(=O)sc2ccccc21 | i | -1 | 0.28 | -0.1 | 0.3 | -0.77 | 3% | i | i | 28 | -6% | 2.8 | 1.8 | 8.9 | 2.5 | 1045 | -4 | -5
